High-throughput results as filed in PubChem.
PP1 counter = PP1-alpha phosphatase inhibitors, primary screen, counter-screen for PP5 inhibitor project, biochemical, fluorescence, OMFP substrate, single point. purified PP1alpha. AID 2235, 2010. inhibition, % at 6.7 µM. hit rate 0.9% among 320,000;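 active = inhibition above the mean inhibition of all tested compounds plus 3 SD, computed separately for each screening campaign, cut at about 15% in these data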
Target sequence (P62136 whole entry, looked up): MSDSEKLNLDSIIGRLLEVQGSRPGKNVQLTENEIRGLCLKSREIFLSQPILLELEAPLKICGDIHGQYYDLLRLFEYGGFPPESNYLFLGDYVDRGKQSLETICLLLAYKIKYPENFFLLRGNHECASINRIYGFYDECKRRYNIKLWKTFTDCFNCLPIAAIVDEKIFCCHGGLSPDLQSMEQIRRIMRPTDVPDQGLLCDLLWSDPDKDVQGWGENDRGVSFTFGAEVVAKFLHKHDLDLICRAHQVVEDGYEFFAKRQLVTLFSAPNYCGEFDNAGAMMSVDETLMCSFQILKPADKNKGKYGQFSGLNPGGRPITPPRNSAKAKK
ZTA DNA inh = counter-screen for EBNA-1 inhibitors: inhibitors of Epstein-Barr virus ZTA; P03206; ZTA-DNA binding, fluorescence polarization; inhibition, % at 11 µM; hit rate 0.15% among 320,000; in the data active = inhibition above about 33%
Target sequence (P03206 whole entry, looked up): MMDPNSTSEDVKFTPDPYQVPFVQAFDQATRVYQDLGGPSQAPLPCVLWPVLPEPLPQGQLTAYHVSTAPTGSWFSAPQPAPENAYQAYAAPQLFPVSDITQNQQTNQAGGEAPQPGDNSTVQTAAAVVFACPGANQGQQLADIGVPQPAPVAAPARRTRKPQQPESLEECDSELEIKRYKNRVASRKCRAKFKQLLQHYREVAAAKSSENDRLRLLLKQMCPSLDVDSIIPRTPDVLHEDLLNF
PP5 primary = PP5 phosphatase inhibitors, primary screen, biochemical, fluorescence; purified PP5c, OMFP substrate fluorescence; hit rate 0.18% among 320,000; Serine/threonine-protein phosphatase 5 (Homo sapiens), P53041; inhibition, % at 6.7 µM; AID 1987, 2009;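 active = inhibition above the campaign's mean inhibition across all tested compounds plus 3 SD, cut at about 9.5% in these data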;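 also: 0% = DMSO only and 100% = 100 µM cantharidin control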
Efflux pump inh = inhibitors of Candida efflux pumps in yeast, primary screen, S. cerevisiae, Nile Red, multiplex; S. cerevisiae Candida pump triplex; inhibition, % at 10 µM; hit rate 0.44% among 330,000; AID 485275, 2010;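 active = plate passing quality check with inhibition over a set limit, or well fluorescence over plate mean plus 4 SD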;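 also: Nile Red retained in pooled yeast measured as flow cytometry median fluorescence; 0% = buffer negative control and 100% = Enniatin B positive control; higher means more Nile Red kept so more efflux inhibition; some compounds called inactive have numbers as strong as hits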
PREPL inhibitor = PREPL enzyme inhibitors, primary screen, biochemical, fluorescence polarization. Prolyl endopeptidase-like (Homo sapiens), Q4J6C6. hit rate 0.68% among 320,000. recombinant PREPL, fluorescence polarization activity-based probe. AID 2751, 2010. inhibition, % at 5.96 µM; in the data active = inhibition above about 43%;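 also: 0% = enzyme with DMSO and 100% = wells lacking enzyme; many of its hits are not listed in these tables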
EBNA-1 inh = EBNA-1 DNA-binding inhibitors, primary screen, biochemical, fluorescence polarization; hit rate 0.34% among 300,000; AID 1950, 2009; inhibition, % at 14.8 µM; in the data active = inhibition above about 28%
HCV core dimer = inhibitors of HCV core protein dimerization, primary screen, biochemical, TR-FRET, high-throughput; TR-FRET GST/Flag-core106 dimerization, 1536-well; inhibition, % at 5 µM; hit rate 0.33% among 300,000;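 active = inhibition above the mean of all tested compounds plus 3 SD, set per screening campaign, cut at about 45% in these data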
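Material: GST/Flag-tagged HCV core106 proteins. Incubation: 4 h, 22.5 °C incubation. Read-out basis: inhibition (%) from 671 over 617 nm ratio. Measured by: TR-FRET, excitation 340 nm, emission 617 and 671 nm.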
CTSL1 counter = Fasciola hepatica cathepsin L1 inhibitors, primary screen, counter-screen for PFM18AAP inhibitor project, biochemical, QFRET, fluorogenic peptide substrate | recombinant F. hepatica cathepsin L1, Z-Leu-Arg-MCA fluorescence | inhibition, % at 5.96 µM | hit rate 0.49% among 300,000 | AID 1906, 2009;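 active = inhibition above the mean of all tested compounds plus 3 SD, set per screening campaign, cut at about 17% in these data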;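 also: 0% = plate median of test compound wells and 100% = 1 µM Z-Phe-Ala-diazomethylketone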
TPT1 inhibitor = Candida albicans TPT1 enzyme inhibitors, primary screen, biochemical, fluorescence polarization | tRNA 2'-phosphotransferase TPT1 (Candida albicans SC5314) | recombinant caTPT1, FP RNA substrate dephosphorylation | inhibition, % at 5 µM | hit rate 0.81% among 300,000 | AID 1962, 2009;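 active = inhibition above the mean of all tested compounds plus 3 SD, set per screening campaign, cut at about 24% in these data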;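 also: plate controls were DMSO alone for no effect and ferristatin control at 100 nM for full effect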
An asterisk follows results filed as active; · = not tested or not shown. A portion of the library; count on the stated rates, not on these rows.

Structure	PP1 counter	HCV core dimer	PREPL inhibitor	PP5 primary	CTSL1 counter	EBNA-1 inh	ZTA DNA inh	TPT1 inhibitor	Efflux pump inh
NC(=O)CSc1nnc(Cn2c(=O)sc3ccccc32)n1CCc1ccccc1	-8	2	-10	-1.6	-1	4	0	-3	-0.1
N/C(=N\OC(=O)c1ccc2ccccc2c1)c1cccc([N+](=O)[O-])c1	1	7	2	1.4	-2	11	3	-2	-0.1
CCCCn1c(NC(=O)c2ccccc2)nc2ccccc21	0	0	11	2.3	6	11	14	0	-0.1
Oc1ccc2c(c1)oc1cc(O)ccc12	3	-10	3	1.9	-1	0	4	0	0.0
CCn1c(Cc2ccc(OC)cc2)nnc1SCC(=O)N1CCN(c2ccccc2)CC1	0	3	28	-2.4	-2	5	-22	-1	0.1
COC(=O)c1ccccc1NC(=O)CN1CCC(NC(=O)c2ccc(C)cc2)CC1	-6	3	0	-1.1	-8	-6	2	-4	0.3
CCN(CC)S(=O)(=O)c1cc(NC(=O)C(C)N(C)CC(=O)Nc2c(C)cccc2C)ccc1C (centres undefined)	0	1	0	1.8	-1	-10	-6	2	0.1
CCOc1ccc(NC(=O)CC2C(=O)N(c3ccc(OC)cc3)C(=S)N2Cc2ccccn2)cc1 (centres undefined)	-4	-3	-3	3.4	0	-11	-2	1	0.1
CCCCn1c(=S)[nH]c2cc(S(=O)(=O)N3CCCCC3)ccc21	-4	20	3	0.8	2	1	11	-2	0.3
FC(F)(F)c1ccc2c(c1)NCC1CCCN21 (centres undefined)	-4	-13	5	4.8	22*	-4	-2	7	0.1
COCCNC(=O)CCc1nnc2ccc(N3CCC(C)CC3)nn12	-1	-1	-6	-2.5	1	12	9	1	-0.1
Cc1cc(NC(=O)c2ccco2)ncc1NC(=O)CCc1ccccc1	1	9	9	3.5	-1	3	13	-4	-0.1
O=S(=O)(Nc1ccc(O)c2ccccc12)c1ccc(OC(F)(F)F)cc1	-3	-9	19	7.0	-6	0	6	4	0.3
S=C(Nc1ccccc1)N1CCN(C(=S)c2ccccc2)CC1	-2	2	7	-1.4	-2	8	7	-2	-0.1
Cc1cc(NC(=O)CSc2nnc(COc3ccccc3)o2)no1	-2	-5	11	0.6	-2	-4	-37	-6	-0.1
Cc1ccc(OCCCN2C(=O)C(=O)c3cc(C)ccc32)cc1	17*	0	26	3.0	8	8	-8	0	-0.2
Cc1ccc(S(=O)(=O)Nc2cccc(-c3cn4ccsc4n3)c2)cc1	0	4	-87	3.4	-6	10	12	-1	-0.1
CCc1ccc(NC(=O)N(C2CCCCC2)C(C)c2cccnc2)cc1 (centres undefined)	-6	-1	19	4.7	1	2	-22	-1	0.0
S=C(CN1CCCC1=S)N1CCOCC1	2	-1	6	0.9	1	7	-1	2	0.0
CCOCCCNC(=O)CN1CCN(Cc2ccc(Cl)cc2)C1=O	-6	-1	5	-1.3	3	7	0	-3	-0.3
CCOC(=O)C1CCN(C(=O)CN(C)S(=O)(=O)c2ccc3c(c2)c(=O)n(C)c(=O)n3C)CC1	-2	11	6	0.0	-4	7	-6	-2	0.2
O=C(Cn1ncc2c([nH]c3ccccc32)c1=O)Nc1ccc(CN2CCCCC2)cc1	0	-2	-38	-0.1	4	-4	-2	1	0.1
CCOC(=O)c1cnn(CCOC(=O)Cc2cccs2)c1NC(=O)Cc1cccs1	-6	0	3	2.5	-10	-3	-7	4	0.2
Cn1cc(CNC(=O)C2CCCCC2)cn1	-4	4	1	-1.6	0	10	16	0	0.1
COCCCNC(=O)CCNS(=O)(=O)c1ccc(C)cc1	-2	1	-1	-0.3	-1	-8	-14	1	0.0
CCC(C(=O)Nc1ccccn1)c1ccccc1 (centres undefined)	6	-5	7	-0.8	8	-8	2	2	-0.1
CN(CC(=O)Nc1cccc(F)c1)C(=O)c1cc(-c2cccs2)nn1-c1ccccc1	4	6	-12	5.2	10	-12	-28	2	0.2
Cc1cc2ncc(Cl)nc2cc1C	-6	0	7	1.1	-2	-5	6	-1	0.0
Cc1cc(C)c(C(N)=O)c(NCCc2ccccc2)n1	0	3	6	0.8	-1	0	0	-1	-0.1
CC1CCN(C(=O)c2[nH]cnc2C(=O)NCc2ccc(CNC(=O)OC(C)(C)C)cc2)CC1	0	·	3	-0.3	·	·	5	·	0.1
O=C(CSc1nc(=O)n2cc(Cl)ccc2n1)Nc1ccc2c(c1)OCCO2	-9	14	5	-1.4	-2	-2	-9	18	-0.1
CC12CCC(=O)N1C(C(=O)N1CCN(c3cccc(Cl)c3)CC1)CS2 (centres undefined)	1	·	34	2.8	·	·	2	·	-0.1
Cc1ccc(N2C(=O)CC(C)(C)CC2=O)cc1Cl	-2	3	1	-1.8	-1	5	14	-1	-0.1
C/C=N/NC(=O)CCNC(=O)c1ccccc1	-2	-4	-1	-3.0	1	5	-6	7	-8.5
COc1cccc(-c2nc(N3CCCCC3C)c3ccccc3n2)c1O (centres undefined)	-3	0	1	4.0	0	-5	4	-2	0.1
O=C(NCc1cccc(C(F)(F)F)c1)C1CC(c2ccccc2C(F)(F)F)=NO1 (centres undefined)	8	-6	0	1.6	0	2	1	2	·
COC(=O)c1c(C)cc(C)c2c1CC(C)(C)C2=O	0	-5	16	-3.0	10	-6	-4	-6	-0.1
N#Cc1cccc(NC(=O)CNC(=O)Cc2ccccc2)c1	2	7	-7	0.4	1	4	17	-1	0.0
O=C(NCC1CCCO1)C(c1cccnc1)N(C(=O)Cc1cccs1)c1cccnc1 (centres undefined)	0	-9	1	0.1	-2	8	13	-1	0.1
CCc1ccc(OCC2c3cc(OC)c(OC)cc3CCN2C(=S)NCCOC)cc1 (centres undefined)	0	-1	-2	3.5	2	-16	0	-4	1.3
COc1ccccc1NC(=O)CCCCCN1C(=O)c2cccc([N+](=O)[O-])c2C1=O	-2	6	-10	1.1	1	-6	4	-1	0.2
Cc1cc(C)c(S(=O)(=O)Nc2ccccc2C(=O)N2CCOCC2)c(C)c1	-10	10	3	2.3	-6	-7	-6	2	0.2
CCOc1nc(CC(C)C)c2c(c1C#N)CC(C)(C)OC2	-1	5	2	4.3	2	3	1	3	0.1
Cc1ccc(N(C(=O)Cn2nnc(-c3cccs3)n2)C(C(=O)NC2CCCC2)c2ccncc2)cc1 (centres undefined)	5	11	8	-1.9	0	14	14	1	0.0
O=C(OCc1nnc(-c2ccccc2)o1)c1ccc([N+](=O)[O-])s1	-5	·	25	3.7	·	·	0	·	0.0
Cc1ccc2[nH]c3c(c2c1)CN(C(=O)CN1CCN(c2cccc(C)c2C)CC1)CC3	4	9	26	1.2	4	1	13	-16	0.2
COc1ccc(NC(=O)c2cc(C)no2)cc1Cl	-4	-8	13	0.7	-3	-20	-3	0	0.2
COc1cc2c(cc1OC)C1C(C(=O)Nc3ccccc3N3CCN(C)CC3)c3ccccc3C(=O)N1CC2 (centres undefined)	7	-1	-4	0.1	-1	3	2	1	-0.1
CN(C)c1nc2c(c(=O)[nH]c(=O)n2C)n1Cc1ccc(F)cc1	-1	-3	-1	1.8	-2	3	-2	-2	-0.2
COC(=O)Nc1ccc(S(=O)(=O)NC2CCCCC2)cc1	-8	3	-2	-1.1	0	16	-1	-1	0.0
O=C(OCc1nnc(-c2cccs2)o1)C1=NN(c2ccccc2)C(=O)CC1	-1	·	14	2.9	·	·	8	·	-0.3
CCCC(=O)NC(=S)Nc1ccc(NC(=O)c2cccs2)cc1	0	1	-1	1.7	3	-3	2	-3	0.1
C[C@@H](OC(=O)N1CCCCC1)[C@H]1O[C@]2(C)CCCC[C@H]1O2	0	·	10	0.0	·	·	-4	·	-0.1
C(=C\c1nccc2c1[nH]c1ccccc12)/c1ccccc1	5	-8	24	2.6	2	11	12	1	-0.5
CCOc1ccc(NC(=O)N2CCC(NC(=O)C(Cc3ccccc3OC)NC(C)=O)CC2)cc1 (centres undefined)	2	-3	-4	3.0	-1	-5	-10	-1	0.0
Cc1nc([N+](=O)[O-])cn1C(C)C	-3	0	6	-0.4	0	14	9	-2	-0.1
Cc1cccc(C(=O)NC2CCN(S(=O)(=O)c3ccccc3)CC2)c1	-3	-2	3	-0.7	2	2	-3	-2	0.1
O=C(CSc1nnc(-c2ccncc2)o1)Nc1ccc(F)c(F)c1	2	·	-1	-1.4	·	·	-1	·	-0.1
O=C(c1ccccc1)C1CCN(C(=O)Nc2ccccc2)CC1	2	-6	2	3.6	-2	-6	-16	-3	0.0
CCCCNC(=O)N(O)C1N(/N=C/c2ccccc2F)C(=S)SC1(C)C (centres undefined)	4	5	-1	2.4	9	-2	2	-3	-0.1
COc1cccc(S(=O)(=O)NCC(=O)N2CCCCCC2)c1	1	-3	7	-1.2	6	8	-2	0	0.1

2 entries picked at random from the list so far, as already listed:
Structure	PP1 counter	HCV core dimer	PREPL inhibitor	PP5 primary	CTSL1 counter	EBNA-1 inh	ZTA DNA inh	TPT1 inhibitor	Efflux pump inh
CCC(C(=O)Nc1ccccn1)c1ccccc1 (centres undefined)	6	-5	7	-0.8	8	-8	2	2	-0.1
COc1ccccc1NC(=O)CCCCCN1C(=O)c2cccc([N+](=O)[O-])c2C1=O	-2	6	-10	1.1	1	-6	4	-1	0.2
